HTT cytoprotect: protects HTT-Q103 PC12 cells, measured by ATP. 0.14% of 230,000 active. Potency, µM (titrated, usually from 56.4 µM), without a hit: cytoprotection (ATP increase), usual class: activators. AID 1471. PC12 HTT-Q103 induced, cytoprotection, ATP luminescence, 40 h;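 also: potency is read from the fitted curve at half-maximal effect; % of control where 0% means no effect; nearly all actives have a fitted effect of over 45% in size; toxic huntingtin expression switched on by the ecdysone agonist tebufenozide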
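PC12 cells with ecdysone-inducible HTT exon 1 Q103-GFP, induced with 100 nM tebufenozide and co-treated with library compounds in a dose series (1536-well, 1500 cells/well). Cytoprotection read as ATP content by ATPlite luminescence.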
aGlu spleen mod: inhibits or activates alpha-glucosidase in human spleen homogenate; P10253; human spleen homogenate, 4-MU-alpha-glucoside fluorescence; Potency, µM (titrated, usually from 79.9 µM), for inactives: at the top dose activity change, negative = inhibition, most hits filed as inhibitors; 0.006% of 240,000 active; AID 2112;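 also: potency is read from the fitted curve at half-maximal effect; 0% = enzyme with vehicle and -100% = no enzyme basal signal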
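Human spleen homogenate (1 ug) with 4-methylumbelliferyl-alpha-D-glucopyranoside (1 mM final) in 50 mM citrate/phosphate pH 5.0, 0.01% Tween-20; 40 min at 37 C. Stopped at pH 10; 4-MU fluorescence Ex 365/Em 440 nm; AC50 by Hill fit.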
GAA glycogen: alters human alpha-glucosidase cleavage of glycogen | P10253 | recombinant GAA, glycogen substrate, Amplex Red glucose oxidase fluorescence | Potency, µM (top dose mostly 76.4 µM), for the others: at the highest dose activity change, negative = inhibition, hits mostly inhibitors | 0.38% of 300,000 active | AID 2100;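 also: potency is read from the fitted curve at half-maximal effect; 0% = full enzyme reaction and -100% = no-enzyme basal signal; the screen sought inhibitors and activators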
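Natural-substrate format: glycogen cleavage by 4 nM human enzyme, glucose read by Amplex Red coupling (Ex 573, Em 610 nm). Normalized to enzyme and no-enzyme controls.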
Lamin A splicing: LMNA splicing modulation. HeLa LMNA splicing GFP/RFP minigene ratio, 48 h. Potency, µM (titrated, usually from 46.1 µM), without a hit: at the highest dose ratio change, negative = inhibition, actives largely listed as inhibitors. 0.01% of 200,000 active; active = well fitted inhibition curve with a large enough effect in the signal ratio, with a control signal flat, not every such curve was filed as active; inconclusive = small, poorly fitted or top-dose-only effect, or effect the other way, or a change in a side signal; the % refers to the signal ratio; also: potency is read from the fitted curve at half-maximal effect; % is scaled to controls: 0 for no effect and ±100 for the full control effect
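S3 HeLa cells stably expressing lamin A-EGFP splicing minigene plus DsRed2, 600 cells/well, 48 h compound exposure at 37C. Laser-scanning cytometry; analysed as GFP (500-530 nm)/RFP (575-640 nm) total intensity ratio; 0.5% DMSO vehicle.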
HttQ103 aggreg: mutant huntingtin aggregation inhibition. Potency, µM (highest dose often 46.1 µM), without a hit: at the highest dose activity change, negative = inhibition, hits mostly inhibitors. 1.1% of 220,000 active. PC12 HttQ103-GFP aggregates, Acumen cytometry, 40 h; also: potency is read from the fitted curve at half-maximal effect; % is scaled to controls: 0 for no effect and ±100 for the full control effect; nearly all actives have a fitted effect of over 60% in size
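PC12 cells stably carrying ecdysone-inducible HTT exon 1 Q103–GFP were induced with tebufenozide (100 nM final) and treated with library compounds in titration. GFP aggregates in lysates were counted by laser scanning cytometry.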
GAA inhib: blocks human lysosomal alpha-glucosidase. P10253. purified human GAA, 4-MU-alpha-glucoside fluorescence. Potency, µM (doses to about 76.9 µM), for inactives: at the top dose activity change, negative = inhibition, most hits filed as inhibitors. 0.005% of 200,000 active. AID 1466;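 also: potency is read from the fitted curve at half-maximal effect; plate controls were uninhibited enzyme wells for no effect and no-enzyme background for full effect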
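Fluorogenic assay: 4 nM human alpha-glucosidase with 400 uM 4-methylumbelliferyl-alpha-D-pyranoside in 50 mM citrate/phosphate, 0.005% Tween-20, pH 5.0, 20 min at room temperature. Compounds tested up to 77 uM; AC50 from Hill fits.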
CBFb RUNX1 block: blocks binding between human CBF-beta and RUNX1 | Q01196+Q13951 | Potency, µM (titrated, usually from 59.8 µM), for the others: top-dose activity, negative = inhibition, actives largely listed as inhibitors | 230,000 tested, under 10 active | AlphaScreen CBFb-His/RUNX1-biotin binding, biochemical; also: % of control where 0% means no effect
Target sequence (Q01196 whole entry, looked up): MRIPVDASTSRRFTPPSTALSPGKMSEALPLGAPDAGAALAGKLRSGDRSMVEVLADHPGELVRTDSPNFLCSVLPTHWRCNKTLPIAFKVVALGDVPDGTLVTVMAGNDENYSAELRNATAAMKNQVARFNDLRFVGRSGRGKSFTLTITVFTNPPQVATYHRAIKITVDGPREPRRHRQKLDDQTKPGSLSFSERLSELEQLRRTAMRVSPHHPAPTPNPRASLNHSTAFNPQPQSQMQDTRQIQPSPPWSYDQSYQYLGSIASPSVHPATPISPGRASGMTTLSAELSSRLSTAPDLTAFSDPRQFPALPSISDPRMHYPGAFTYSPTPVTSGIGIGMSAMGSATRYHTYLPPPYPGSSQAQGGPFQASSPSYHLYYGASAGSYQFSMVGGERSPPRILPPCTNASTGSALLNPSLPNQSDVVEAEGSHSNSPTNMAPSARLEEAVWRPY
Target sequence (Q13951 whole entry, looked up): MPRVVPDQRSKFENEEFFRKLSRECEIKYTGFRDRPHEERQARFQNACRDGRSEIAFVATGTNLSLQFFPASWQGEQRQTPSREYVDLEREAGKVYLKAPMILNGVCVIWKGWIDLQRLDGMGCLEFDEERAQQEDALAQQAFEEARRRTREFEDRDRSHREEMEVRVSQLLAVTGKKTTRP
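Interaction loss through any mechanism counts as activity. Pre-formed complex of His-CBF-beta and biotin-RUNX1 (30 nM apiece) is incubated with compound 15 min, then with 50 ng nickel and 50 ng streptavidin beads for 90 min before AlphaScreen detection.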
Starred values were filed as active, the others as inactive; ? = inconclusive; · = not tested or not shown; [ ] = another dose, or the depositor's remark. Unless noted, calls follow the shape of the dose curve; as a rule, active = well fitted curve in the direction sought with a large enough effect; inconclusive = small, poorly fitted or top-dose-only effect, or another doubt; inactive = no such curve, though single readings can be large; an effect the other way counts as inactive or inconclusive. No enrichment for hits; about 1.5% have a hit in one of these screens.

Molecule | HTT cytoprotect | aGlu spleen mod | GAA glycogen | Lamin A splicing | HttQ103 aggreg | GAA inhib | CBFb RUNX1 block
Cc1cccc(Cn2c(NCCO)nc3c2c(=O)n(C)c(=O)n3C)c1 | -8%[10 µM] | -3% | 2% | ? | ? | -7%[15.4 µM] | -10%
COC(=O)[C@@]1(Cc2ccc(F)cc2)[C@H]2c3cc(C(=O)N(C)C)n(Cc4ccc(O)c(OC)c4)c3C[C@H]2CN1C(=O)c1ccccc1 | 17% | -20% | · | · | · | · | 8%
COC(=O)C/C=C\[C@@H](C)[C@@H](/C=N\OC[C@@H](O)[C@H]1O[C@H]2OC(C)(C)O[C@H]2[C@@H]1O)OC | 15%[10 µM] | -1%[17.4 µM] | · | · | · | · | 6%[13.1 µM]
Nc1c(Cl)ncnc1N/N=C/c1ccncc1 | 2%[10 µM] | -2% | -13% | · | 1%[9.22 µM] | · | -1%
COc1ccc(NC(=O)NCc2ccccc2F)cc1OC | 15%[10 µM] | -2% | 16% | 0%[46 µM] | 14%[9.22 µM] | 14% | 0%
CCOc1ccc(-c2cc(CCCC(=O)Nc3cccc(OC)c3)no2)cc1 | 16%[10 µM] | 0% | 2% | ? | ? | -1% | -1%
O=C(C(Cc1ccccc1)n1cccc1)N1CCN(C2CCCCC2)CC1 (stereo not drawn) | -32% | 4% | ? | -3% | -15% | -7% | -1%
Cc1ccc(C(=O)CSc2nnc(COc3cc(C)cc(C)c3)o2)cc1 | 0% | -6% | 3% | -10% | -6% | 0% | 13%
O=C(Nc1nc2ccccc2[nH]1)c1ccc(F)c(S(=O)(=O)N2CCOCC2)c1 | -17%[1.9 µM] | -3% | -8% | -9% | 0% | -15% | -9%
CSc1ccccc1N1CCN(C(=O)Nc2ccc3c(c2)NC(=O)CO3)CC1 | -18% | -5% | 7% | -1% | ? | -11% | 2%
Cc1ccc(/C=N/NC(=O)Cn2nccc2C)o1 | 1% | -7% | 4% | 3% | 10% | 2% | 10%
O=C(Cc1ccccc1)Nc1nc2ccccc2[nH]1 | -8%[10 µM] | -17% | -4% | 15% | 1% | -4% | 3%
COc1cc(C(=O)NC(=S)NC(C)C)cc(OC)c1OC | · | -6% | 3% | 2% | 21% | -1% | 7%
CCCc1cc(NCCCO)n2c(nc3ccccc32)c1C#N | 14%[10 µM] | ? | -1% | · | 12%[9.22 µM] | · | 14%
CC1=C(C(=O)NC2CCCCC2C)C2(CCC(C)CC2)OC1=O (stereo not drawn) | -4% | -4% | -2% | -7% | 10% | ? | 10%
COc1cc(CCNC(=O)c2cnn3ccccc23)cc(OC)c1OC | -80%[inhibitor] | 4% | -7% | -21% | 15% | -8% | 1%
Cc1ccc(Nc2nc(CSc3nnc(-c4cccs4)o3)cs2)cc1 | 10%[10 µM] | -2% | -23% | 12% | 7% | 0% | -5%
CC(=O)c1c(O)c2ccccc2n(C)c1=O | ? | -6% | 15% | · | -8% | -5% | 13%
CCCCOc1ccc(C(=O)N2CC(C)OC(C)C2)cc1 (stereo not drawn) | 11% | -3% | 1% | -12% | -3% | -2% | -3%
O=C1NC(=O)C2C1C(c1ccccc1)N1C3C(=O)NC(=O)C3C(c3ccccc3)N21 (stereo not drawn) | -4% | 10% | ? | 6% | -3%[9.22 µM] | 1% | -10%
Cc1nc(SCC(=O)NC(=O)NC(C)C)nc(C)c1C | -15% | 7% | -3% | -17%[46 µM] | 4% | -1% | 6%
CN(C)S(=O)(=O)Oc1ccsc1C(=O)Nc1ccc(Br)cc1 | -44%[inhibitor] | · | -2% | 9%[46 µM] | -10% | -4% | 5%
CCOC(=O)CSc1nnc(CNC(=O)c2cccc(C)c2)n1C | ? | 1% | 3% | · | -5% | 4% | 3%
CC(C)c1ccc(C2=NN(c3ccccc3)C(=O)CC2)cc1 | 4%[10 µM] | -6% | 10% | -14% | -9% | -5% | -2%
CCOC(=O)c1ccc(NC(=O)CC2C(=O)N(c3ccc(F)cc3)C(=O)N2CCCOC)cc1 (stereo not drawn) | 4% | -9% | 12% | -2% | 38% | -6% | 2%
COc1cccc(CN2CCC(N(CCc3ccccc3)Cc3ccccc3)CC2)c1OC | · | 3% | -8% | ? | -3% | 2% | -2%
O=C(NCCCn1ccnc1)C(=O)NCC(c1cccnc1)N1CCN(c2ccccc2)CC1 (stereo not drawn) | · | -7% | -3% | 2% | -8% | -4% | 1%[2.36 µM]
O=C(c1cc2ncc(CCCl)cn2n1)N1CCCCCC1 | · | -5% | -1% | 10% | 10% | -11% | -2%
COc1ccc(Nc2ccc(C(=O)O)cc2[N+](=O)[O-])cc1 | 7%[10 µM] | -3% | 14% | 3% | 16% | -7% | -5%
COc1cccc(-c2csc(N3CCN(C(=S)Nc4ccccc4Cl)CC3)n2)c1 | -55%[inhibitor] | 2% | -12% | 11% | ? | -11% | -14%
CN(c1ccc(C(=O)NCCc2ccccc2)cc1)S(C)(=O)=O | -68%[inhibitor] | -3% | 7% | 2% | 4% | -2% | -4%
O=C(CN1C(=O)NC2NC(=O)NC21)NN=C1CCCC1 (stereo not drawn) | -11%[10 µM] | -4% | 4% | -4% | 7% | 5% | -3%
CC(C)(C)NC(=O)COc1ccc(CNCCc2ccccc2)cc1 | 0%[10 µM] | -6% | -14% | · | -6% | 4% | 5%
COc1cc(/C=N/NC(=O)CCC(=O)Nc2ccc(C)cc2)ccc1O | -39%[inhibitor] | -1% | 1% | -18%[46 µM] | -5% | 12% | 9%
COC(=O)/C=C(\C)N=Nc1c(O)[nH]c2ccccc12 | -15%[10 µM] | -7% | 5% | · | -10%[9.22 µM] | · | -5%
Cc1ccc(-n2nc(C)c3c2OC(N)=C(C#N)C3c2ccco2)cc1 (stereo not drawn) | -5% | -6% | ? | 2% | 5% | 2% | -13%
CCOc1ccc(C(C)NC(=O)C2CCC2)cc1 (stereo not drawn) | 6%[0.074 µM] | 6% | 2% | 2% | -2% | -4% | -13%
CS(=O)(=O)N(CC(=O)Nc1ccc2c(c1)OCO2)Cc1ccc(Cl)cc1 | 8%[10 µM] | -5% | -1% | -9% | 11% | -14% | 5%
COc1ccc(CNC(=O)CCCCCNc2nc(=S)[nH]c3ccccc23)cc1 | -3% | 2% | -5% | -15%[46 µM] | 2% | -6% | -1%
O=C(OCc1ccccc1)c1cccnc1 | -6% | · | · | ? | -6% | · | ·
O=C(C(=O)N1CCCc2ccccc21)c1cn(CC(=O)N2CCOCC2)c2ccccc12 | -7% | 0% | -12% | · | 2% | 3% | -3%
CC(=O)N1CCC(N(CCN2CCOCC2)C(=S)Nc2ccccc2C)CC1 | -7%[10 µM] | -2% | 2% | 0% | 4% | 2% | 1%
COc1c(N)c2ccccc2[nH]c1=O | -7%[1.9 µM] | -4% | -2% | -11% | 28% | -8% | 5%
COc1cc(NC(=O)COc2ccc(-n3ccnc3)cc2)cc(OC)c1 | -5% | 5% | 8% | ? | -9% | 13% | -1%
COC(=O)c1[nH]c2cc(C)ccc2c1NC(=O)CN1CCCc2ccccc21 | -39%[inhibitor][0.074 µM] | -5% | -7% | 5% | ? | -7% | -20%
O=C(O)c1ccc(N/N=C/c2cc3ccccc3nc2Cl)cc1 | -16%[10 µM] | -3% | ? | · | 19%[9.22 µM] | · | 3%
COc1cccc(OC)c1C(=O)N=c1sc2cc(S(C)(=O)=O)ccc2n1C | -49%[inhibitor] | -18% | -2% | 4%[46 µM] | 3% | -2% | -2%
Cc1c(NC(=O)COC(=O)c2cc(-c3cccc4ccccc34)nc3ccccc23)c(=O)n(-c2ccccc2)n1C | 31%[10 µM] | 1% | -1% | -14% | -15% | -5% | -6%
c1ccc(-c2oc3ncnc(N4CCOCC4)c3c2-c2ccccc2)cc1 | -13% | 3% | 3% | 16% | 13% | -5% | 3%
c1ccc(CCc2nn3c(Cn4cnc5ccccc54)nnc3s2)cc1 | 7% | -11% | 1% | -25% | -29% | -2% | 5%
O=C(Nc1ccc2c(c1)OCO2)c1cc2ncc(Br)cn2n1 | -5% | 1% | 2% | -7% | -10% | ? | -11%
Cc1nc2c(c(=O)n1Cc1ccccc1Cl)c1nc3ccccc3nc1n2Cc1ccco1 | -35%[0.074 µM] | -6% | 5% | 3% | 29% | ? | 6%
CCNC(=O)c1cccc(S(=O)(=O)N2CCCCCC2)c1 | · | -1% | 2% | 3% | -11% | -8% | -1%
CCOC(=O)c1cn(-c2ccccc2CO)c2c(F)c(F)c(F)cc2c1=O | -30% | -5% | 1% | 5% | -8% | 0% | 1%
CCN(Cc1ccccc1)c1ccc(/C=N/N2CCOCC2)cc1 | -7%[10 µM] | 0% | 5% | ? | -8% | -13% | ?
Cc1ccccc1OCCCC(=O)Nc1nccs1 | 6% | 1% | -36% | ? | -8% | -1% | -2%
c1ccc(N2CCN(c3ncnc4scc(-c5cccs5)c34)CC2)cc1 | 13%[0.074 µM] | -23% | -3% | ? | -22% | 2% | 12%
Nc1ccc(S(=O)(=O)O)cc1 | -5% | 0% | · | · | · | · | 1%[21.7 µM]
CC1CC1C(=O)OCC(=O)NCc1ccc(Cl)cc1Cl (stereo not drawn) | 9% | -5% | -2% | 10% | -3% | 12% | 5%
NC(=O)c1cnn(-c2cc(Oc3ccccc3)ncn2)c1N | -4%[10 µM] | -2% | -10% | 2%[46 µM] | -8%[9.22 µM] | ? | 6%
CCCn1c(SCC(=O)Nc2cc(S(=O)(=O)N(C)C)ccc2OC)n[nH]c1=O | -19% | -26% | 2% | -11%[46 µM] | -12% | 9% | -6%
O=C(Nc1ccc(Cl)cc1)C1C2CCC3C(CCC21)C3(Cl)Cl (stereo not drawn) | -12% | -8% | -4% | 18%[0.0737 µM] | ? | 3% | 5%
Cc1ccc(C(=O)N2CCSCC2)cc1 | ? | -3% | -2% | 23% | 14%[9.22 µM] | 4% | 1%

Part of the list above, set out differently.
Sequence of screens: HTT cytoprotect, aGlu spleen mod, GAA glycogen, Lamin A splicing, HttQ103 aggreg, GAA inhib, CBFb RUNX1 block
COc1cc(C(=O)NC(=S)NC(C)C)cc(OC)c1OC
→ ·, -6%, 3%, 2%, 21%, -1%, 7%
CCCc1cc(NCCCO)n2c(nc3ccccc32)c1C#N
→ 14%[10 µM], ?, -1%, ·, 12%[9.22 µM], ·, 14%

Screening data as filed in PubChem BioAssay.
